# Source: PubChem (National Center for Advancing Translational Sciences (NCATS))
# EPAC2 antagonist: EPAC2 (human) antagonism | Q8WZA2 | EPAC2 GEF exchange of Rap1B-BODIPY-GDP, fluorescence | Potency, µM (highest dose often 114 µM), without a hit: at the highest dose activity, negative = inhibition, most hits filed as inhibitors | 360,000 tested, 0.18% active | AID 720708; note: potency is the fitted concentration of half-maximal effect; % is set by controls: 0 for no effect and ±100 for the full control effect; nearly all actives have a fitted effect of over 45% in size; many of its hits are not listed in these tables
# Target sequence (Q8WZA2 whole entry, looked up): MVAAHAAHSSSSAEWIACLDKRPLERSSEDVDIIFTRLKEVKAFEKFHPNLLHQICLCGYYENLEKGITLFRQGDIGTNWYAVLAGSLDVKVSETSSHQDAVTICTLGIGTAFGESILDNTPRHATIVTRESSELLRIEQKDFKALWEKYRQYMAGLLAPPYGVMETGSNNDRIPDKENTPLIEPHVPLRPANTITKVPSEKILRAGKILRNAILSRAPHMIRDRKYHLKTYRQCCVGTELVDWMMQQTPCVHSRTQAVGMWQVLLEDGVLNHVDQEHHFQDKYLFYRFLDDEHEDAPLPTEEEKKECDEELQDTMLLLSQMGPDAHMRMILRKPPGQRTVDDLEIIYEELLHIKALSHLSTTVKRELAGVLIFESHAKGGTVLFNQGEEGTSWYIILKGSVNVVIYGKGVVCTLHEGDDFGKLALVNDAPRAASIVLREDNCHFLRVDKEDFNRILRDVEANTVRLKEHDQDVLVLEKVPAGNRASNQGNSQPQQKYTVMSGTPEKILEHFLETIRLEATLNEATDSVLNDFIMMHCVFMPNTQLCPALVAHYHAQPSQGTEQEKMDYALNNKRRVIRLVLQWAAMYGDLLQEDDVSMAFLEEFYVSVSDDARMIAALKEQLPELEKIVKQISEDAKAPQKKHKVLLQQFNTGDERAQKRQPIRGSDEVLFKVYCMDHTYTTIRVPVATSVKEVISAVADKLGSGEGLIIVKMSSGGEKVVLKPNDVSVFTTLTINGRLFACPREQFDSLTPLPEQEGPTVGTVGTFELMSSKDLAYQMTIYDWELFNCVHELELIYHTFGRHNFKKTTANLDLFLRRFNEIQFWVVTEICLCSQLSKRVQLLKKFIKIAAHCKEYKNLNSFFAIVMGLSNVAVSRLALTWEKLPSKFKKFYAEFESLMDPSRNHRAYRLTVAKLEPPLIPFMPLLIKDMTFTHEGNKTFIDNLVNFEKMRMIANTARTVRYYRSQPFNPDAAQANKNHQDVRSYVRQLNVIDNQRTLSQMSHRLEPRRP
# CCT chaperon mod: cytosolic chaperonin activity modulation | activity change, % (test concentration not listed), hits read low | AID 651819 | purified chaperonin ATPase assay, HTRF ADP detection, 30 min | 360,000 tested, 0.3% active; in the data active = activity change below about -30%; note: % is set by controls: 0 for no effect and ±100 for the full control effect
#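 ATPase activity: ADP formed was measured by HTRF Transcreener (665/615 nm ratio) after 30 min at 37 deg C with 10 uM ATP. Compounds screened at one 76 uM concentration against 40 or 20 nM TRiC in Tris pH 7.4/KCl/MgCl2/DTT buffer.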
# A549 viability: kills or reduces viability of A549 cells in Nrf2 counter-screen. A549 ARE-Fluc cells, CellTiter-Fluor viability, 18-24 h. Potency, µM (doses to about 46 µM), for inactives: at the highest dose activity change, negative = cytotoxicity, actives largely listed as inhibitors. 390,000 tested, 0.16% active; note: potency is the fitted concentration of half-maximal effect; % is set by controls: 0 for no effect and ±100 for the full control effect
#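 Cytotoxicity counterscreen: CellTiter-Fluor fluorescence was measured in A549 ARE_Fluc cells after 18-24 h of compound exposure in a concentration series. The subsequent BugLite luminescent read reports ARE-luciferase activity.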
# Akt phos inh: inhibitors of Akt phosphorylation. AID 651550. Neuro2A IGF-stimulated pAkt S473 HTRF, 20 min; hits give low values. 360,000 tested, 0.32% active. activity change, % for hits at 50 µM; in the data active = activity change below about -80%; inconclusive = mostly about -51% to -80%; note: % is set by controls: 0 for no effect and ±100 for the full control effect
#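 Neuro2A cells in DMEM with 0.5% FBS, overnight at 37 deg C, given compound at single 50 µM final, then IGF (6 nM final) for 20 min at 37 deg C. Lysed; phospho-Akt Ser473 by HTRF after 24 h, 665/615 ratio.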
# Nrf2 activator: Nrf2 pathway activation. AREc32 ARE-luciferase reporter (MCF7-derived line), luminescence, 24 h. Potency, µM (top dose mostly 46.1 µM), without a hit: top-dose activation, usual class: activators. 410,000 tested, 0.31% active; note: potency is the fitted concentration of half-maximal effect; % of control where 0% means no effect; nearly all actives have a fitted effect of over 65% in size
#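 AREc32 cells carrying an ARE-driven firefly luciferase, 1000 cells/well in OPTI-MEM with 5% FBS, dosed after overnight attachment and incubated 24 hr at 37 deg C. Steady-Glo luminescence read after 30 min at RT.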
# TGFb inhibitor: inhibitors of TGF-b signaling; HepG2 CAGA-GFP TGF-b/SMAD3 reporter, GFP fluorescence, 18 h; TGF-beta stimulated, 500 pg/mL final; Potency, µM (top dose mostly 46.1 µM), for inactives: at the top dose activity, negative = inhibition, hits mostly inhibitors; 410,000 tested, 1.2% active; AID 588855; note: potency is the fitted concentration of half-maximal effect; % is set by controls: 0 for no effect and ±100 for the full control effect; nearly all actives have a fitted effect of over 65% in size
#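 Per well, imaged GFP fluorescence of HEPG2 CAGA-GFP cells gives the signal; cells get compound, then TGF-beta (500 pg/mL final), 18 h at 37 degrees C; %Activity versus -TGF-beta and +DMSO controls.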
# Nrf2 inh: Nrf2 pathway inhibition; AID 504444; Potency, µM (highest dose often 46 µM), without a hit: at the highest dose activity change, negative = inhibition, most hits filed as inhibitors; 360,000 tested, 2.1% active; A549 ARE-Fluc reporter, luciferase luminescence, 18-24 h; note: potency is the fitted concentration of half-maximal effect; % is set by controls: 0 for no effect and ±100 for the full control effect; nearly all actives have a fitted effect of over 60% in size
#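 Nrf2 activity is the BugLite luminescence, read 15 min after reagent at room temperature, following CellTiter-Fluor cytotoxicity readout (30 min, 37C). Compound titrations were applied for 18-24 h to 5000 A549 ARE_Fluc cells/well in 5% FBS OPTI-MEM.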
# EPAC2 agonist: agonists of human EPAC2 (RAPGEF4) | EPAC2 activation, biochemical qHTS; response scale: 100% = 6.5 mM cAMP response | Potency, µM (doses to about 154 µM), for inactives: at the highest dose activation, usual class: activators | Q8WZA2 | 360,000 tested, 0.079% active; note: potency is the fitted concentration of half-maximal effect; nearly all actives have a fitted effect of over 50% in size
#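 Guanine nucleotide exchange by EPAC2 is measured as reduced fluorescence of BODIPY-GDP once it is released from 250 nM Rap1B. Plates are read kinetically for 30 min at room temperature; results are scaled to 6.5 mM cAMP.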
# Mm-Cpn inhibitor: inhibitors of Methanococcus maripaludis chaperonin (MmCpn); purified Mm-Cpn ATPase, ADP Transcreener TR-FRET; Potency, µM (titrated, usually from 76.9 µM), for the others: at the top dose activity, negative = inhibition, most hits filed as inhibitors; 330,000 tested, 0.031% active; AID 504842; note: potency is the fitted concentration of half-maximal effect; % is set by controls: 0 for no effect and ±100 for the full control effect; nearly all actives have a fitted effect of over 80% in size
#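 ATP (10 uM final) was added to archaeal chaperonin (25 nM final) after 10 min exposure to test compound at 37°C; after 30 min further incubation, ADP was detected by competitive TR-FRET.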
# An asterisk follows results filed as active; i = inactive; ? = inconclusive; nt = no result given; [ ] = dose if it differs, or a comment. Unless noted, calls come from the whole dose curve; as a rule, active = well fitted curve in the direction sought with a large enough effect; inconclusive = small, poorly fitted or top-dose-only effect, or another doubt; inactive = no such curve, though single readings can be large; an effect the other way counts as inactive or inconclusive.
SMILES,EPAC2 antagonist,CCT chaperon mod,A549 viability,Akt phos inh,Nrf2 activator,TGFb inhibitor,Nrf2 inh,EPAC2 agonist,Mm-Cpn inhibitor
C[C@H]1CN([C@@H](C)CO)C(=O)CCCn2nncc2CO[C@@H]1CN(C)C(=O)c1ccc(N2CCN(C)CC2)cc1,1%,-0.9,nt,i,0.1%,28%,nt,8%,nt
O=C(O)C1(c2ccccc2)CCN(S(=O)(=O)c2cccc(Cl)c2)CC1,3%,1.3,3%,i,-0.2%,-1%,-1%,5%,1%
COc1ccc2cc(C3OCCO3)c(Cl)nc2c1,5%,-1.8,10%,i,2.1%,19%,?,6%,-3%
COCCCn1c(SCC(=O)NC2CCCCC2)nnc1-c1ccco1,2%,-0.6,0%,i,-0.1%,-21%,-11%,9%,-1%
CCCc1ccc(C(C)NC(=S)NCc2ccc(F)cc2)cc1 (stereo not given),-25%,-1.9,0%,i,2.0%,?,?,11%,-6%
COc1ccc(Nc2nc(-c3cccs3)cs2)c(OC)c1,7%,-0.9,-2%,nt,0.9%,0%,?,14%,-13%
CC(C)(C)NC(=O)CN(CC1CCCO1)C(=O)CNS(=O)(=O)c1ccc(F)cc1 (stereo not given),2%,0.7,-1%,i,-0.4%,1%,5%,20%,0%
Cc1ccc(N2CC(C(=O)N3CCC(C(=O)Nc4nnc(C(C)(C)C)s4)CC3)CC2=O)cc1 (stereo not given),-10%,-3.5,2%,i,-0.2%,-1%,?,3%,-1%
Cc1c(Cl)ccc2sc(N3CCN(C(=O)C4=COCCO4)CC3)nc12,-6%,-2.7,-1%,i,0.2%,4%,?,11%,3%
CCn1ncc(C2=NOC(C(=O)Nc3ccccc3C(=O)OC)C2)c1C (stereo not given),-6%,-0.2,-1%,i,3.7%,14%,?,0%,-3%
CCN(C(=O)CN1CCN(S(=O)(=O)c2cc(Cl)ccc2Cl)CC1)c1c(N)n(Cc2ccccc2)c(=O)[nH]c1=O,-13%,-1.6,-1%,i,0.2%,-14%,-7%,-4%,0%
O=C(O/C(=C/c1ccccc1)C(F)(F)F)c1ccccc1,-27%,-1.4,1%,i,-0.3%,13%,-1%,-3%,nt
COC(=O)c1ccc(CSc2nnc3ccc4ccccc4n23)cc1,nt,nt,1%,nt,0.1%,4%,10%,nt,nt
CC(=O)Nc1ccc(NC(=O)C2CCC(N3C(=O)C4C5C=CC(C6CC56)C4C3=O)CC2)cc1 (stereo not given),1%,-2.4,-17%,nt,0.2%,-4%,26µM*,1%,-1%
CC12CCC(C(=O)Nc3cccc4ccccc34)(C1Br)C2(C)C (stereo not given),2%,-0.2,-25%,i,2.8%,-16%,?,1%,2%
CCc1nc2ccc(C(=O)N3CCN(C)CC3)cn2c1N(CCC(C)C)CCN(C)C,23%,-0.1,nt,i,3.9%,25%,nt,2%,nt
COc1ccc(CCC(C)Nc2ccccc2F)cc1 (stereo not given),-2%,0.6,15%,i,0.1%,-8%,14%,3%,-2%
CCN(CC(=O)Nc1ccc(Br)c(C)c1)CC(=O)NC(C)C,-3%,-13,2%,i,3.6%,5%,-11%,9%,-1%
O=C(Nc1cccc2ccccc12)OCc1ccccc1,5%,-3.5,8%,i,8.6%,2%,?,7%,nt
CCOC(=O)C1CCN(C(=O)N(C)C)CC1,8%,1.6,1%,i,-0.7%,7%,1%,3%,1%
O=C(c1ccco1)N1CCN(C(=O)N2CCCCC2)CC1,10%,1.4,-1%,i,0.0%,9%,5%,-4%,1%
Cc1nnc(SCCn2c(N3CC(C)CC(C)C3)nc3c2c(=O)[nH]c(=O)n3C)s1 (stereo not given),18%,1.1,-9%,i,-0.2%,?,?,-11%,-1%
CCN1C(=O)/C(=C/N2CCc3ccccc3C2)SC1=S,5%,1.8,-23%,i,2.8%,0%,3%,9%,-1%
COc1ccc(-c2nc(CN3CCC(C(=O)N4CCOCC4)CC3)c(C)o2)cc1C,10%,-0.1,-3%,i,2.7%,15%,9%,-5%,0%
COc1ccc(-c2nn(-c3ccccc3)cc2/C=C(\C#N)S(=O)(=O)c2ccccc2)cc1OC,-22%,1.4,0%,i,5.6%,7%,?,-12%,-3%
COc1ccc2c(C)c(CCC(=O)NCc3ccc(C)cc3)c(=O)oc2c1,nt,nt,-2%,nt,-1.2%,-5%,-12%,nt,nt
COc1ccc(-c2c[n+](CC(=O)OC3CC(C)CCC3C(C)C)c3n2CCC3)cc1 (stereo not given),-8%,-1.4,-12%,i,0.0%,20µM*,?,2%,4%
O=C(Nc1c(-c2ccccc2)nc2ncccn12)c1cc2ccccc2oc1=O,21%,-1.0,-13%,i,0.2%,?,-9%,5%,-1%
O=C(NC(Cc1ccccc1)C(=O)O)/C(=C/c1ccc([N+](=O)[O-])cc1)NC(=O)c1ccc(Br)o1 (stereo not given),11%,-1.2,-2%,i,-0.4%,11%,3%,2%,-1%
CCCCn1c(SCC(=O)Nc2sc3c(c2C(N)=O)CCC3)nnc1-c1ccccc1,-2%,4.4,-1%,i,3.0%,?,-22%,18%,nt

# Full records, quoted from the list. Values in the order: EPAC2 antagonist | CCT chaperon mod | A549 viability | Akt phos inh | Nrf2 activator | TGFb inhibitor | Nrf2 inh | EPAC2 agonist | Mm-Cpn inhibitor
# COc1ccc2cc(C3OCCO3)c(Cl)nc2c1 in the list: 5% | -1.8 | 10% | i | 2.1% | 19% | ? | 6% | -3%
# CCn1ncc(C2=NOC(C(=O)Nc3ccccc3C(=O)OC)C2)c1C (stereo not given) in the list: -6% | -0.2 | -1% | i | 3.7% | 14% | ? | 0% | -3%

# More compounds
SMILES,EPAC2 antagonist,CCT chaperon mod,A549 viability,Akt phos inh,Nrf2 activator,TGFb inhibitor,Nrf2 inh,EPAC2 agonist,Mm-Cpn inhibitor
O=C(NC1CC1)c1ccc2c(c1)C1C3CCC(C3)C1C(c1ccccc1)N2 (stereo not given),-8%,-0.8,-25%,i,0.2%,-5%,?,7%,1%
CN(Cc1ccccc1)Cc1cc(=O)oc2ccccc12,-14%,-0.7,nt,i,4.8%,-21%,nt,6%,nt
COc1ccc(C2=C(c3ccc(OC)c(OC)c3)CN3CCCCC3C2)cc1 (stereo not given),-10%,-1.0,7%,i,2.6%,15%,16%,10%,0%
C[C@H](CO)N1C[C@H](C)[C@H](CN(C)S(=O)(=O)c2cccc(F)c2)Oc2cc(Br)ccc2S1(=O)=O,-6%,-0.7,nt,i,0.0%,0%,nt,6%,nt
CN(CC(=O)Nc1ccc2c(c1)OCCO2)Cc1nc2ccccc2c(=O)[nH]1,-2%,1.0,-14%,i,0.6%,3%,5%,-3%,0%
COc1ccccc1N1CCN(Cc2nc(N)nc(Nc3ccccc3)n2)CC1,-2%,-4.4,4%,i,0.0%,-26%,?,6%,-3%
CN(CC(=O)Nc1ccc(Cl)c(Cl)c1)Cc1nnc(-c2ccc(F)cc2)o1,8%,-2.2,2%,i,3.4%,?,12%,13%,2%
CN(C)c1ccc(N=Nc2ccccc2C(=O)OCC(=O)NCC2CCCCC2)cc1,-5%,-1.9,-13%,i,?,?,?,2%,-2%
Cc1[nH]n(-c2cccc(Cl)c2)c(=O)c1-c1ccccc1,-2%,-5.6,-14%,i,2.1%,-6%,-14%,-4%,0%
CCCC1(CCC)NC(=O)N(CC(=O)N2CCc3ccccc32)C1=O,-5%,-0.1,9%,i,0.2%,0%,15%,-8%,-1%
Cc1cc(NS(=O)(=O)c2ccc(NC(=O)C(C)Oc3ccccc3Cl)cc2)no1 (stereo not given),-7%,-4.3,-6%,i,0.3%,0%,-20%,13%,4%
O=C(NC(=S)Nc1ccccc1O)c1ccccc1Cl,4%,-4.0,2%,i,?,0%,?,18%,1%
O=C(COC(=O)c1ccccc1SCC(=O)N1CCCC1)NCc1ccc(F)cc1,22%,-8.1,nt,i,-0.3%,-10%,nt,5%,nt
CNC(=O)c1c(NC(=O)CCS(=O)(=O)c2ccc(C)cc2)sc2c1CCN(C(=O)OC)C2,-11%,-0.9,-4%,i,?,-19%,-16%,8%,-1%
O=C(c1ccc(F)cc1Cl)N(Cc1ccco1)C1CCS(=O)(=O)C1 (stereo not given),3%,9.7,-1%,i,-0.3%,-11%,1%,1%,-7%
COc1ccc(/C=N/NC(=O)Nc2ccc3nsnc3c2)c(OC)c1,-12%,2.9,7%,i,5.0%,-17%,19%,5%,-2%
COc1ccc(/C=C/C(=O)Nc2ccc(S(=O)(=O)N3CCOCC3)cc2)c(OC)c1,0%,0.9,0%,i,0.3%,15%,?,16%,-15%
O=C1Nc2ccccc2C(=O)N2c3ccccc3NC(=O)C12 (stereo not given),-1%,-0.8,nt,i,-0.5%,-24%,nt,3%,nt
Fc1ccccc1CNC(=S)Nc1cccc(C(F)(F)F)c1,-16%,0.7,?,i,3.7%,?,?,13%,1%
Cc1cccc(C(=O)NCCc2ccccc2)c1,4%,-2.7,5%,i,-0.4%,-9%,?,-2%,-1%
CC(OC(=O)CN1C(=O)C2C3C=CC(C4CC34)C2C1=O)C(=O)c1ccccc1 (stereo not given),-9%,1.3,9%,i,-0.1%,21%,11%,4%,-3%
O=C(O)CCCN(Cc1cccc(Br)c1)S(=O)(=O)c1ccc(Br)cc1,-22%,-0.3,1%,i,0.1%,-6%,-15%,-4%,1%
O=C(NCCc1ccccc1)C(=O)NCc1ccncc1,5%[57.1 µM],1.1,1%,i,-0.8%,0%,12%,8%,0%
CC1(C)Cc2ccccc2-c2nc(NCCCO)n(-c3ccccc3)c(=O)c21,-2%,-0.5,-2%,i,0.5%,0%,-17%,3%,-3%
OC1(C#CCN2CCCC2)c2ccccc2-c2ccccc21,-5%,0.2,0%,i,0.0%,0%,3%,3%,0%

# These rows are one share of the data; rates above refer to the full screens.
